PKM2 act: activators of human pyruvate kinase M2; Potency, µM (series often up to 57.5 µM), without a hit: top-dose activation, hits mostly activators; P14618; AID 1631; purified PKM2, Kinase-Glo ATP luminescence, activation; response scale: 0% is enzyme alone, no compound; 260,000 tested, 0.34% active; also: potency is read from the fitted curve at half-maximal effect; % is scaled to controls: 0 for no effect and ±100 for the full control effect; nearly all actives have a fitted effect of over 55% in size
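Kinase-Glo luminescence reports ATP generated from ADP (0.1 mM) and PEP (0.5 mM) by purified hPK-M2 after 1 h at room temperature, pH 7.2 imidazole buffer; intermediate enzyme activity allows detecting inhibitors and activators.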
Menin MLL FP TR: inhibitors of human menin-MLL interaction, mutant MLL peptide; O00255; Menin + Texas Red MLL mutant peptide, fluorescence polarization; Potency, µM (highest dose often 61.6 µM), for inactives: top-dose FP activity change, negative = inhibition, actives largely listed as inhibitors; 270,000 tested, 0.23% active; AID 1768; active = well fitted inhibition curve with a large enough effect in the polarisation, with a control signal flat, not every such curve was filed as active; inconclusive = small, poorly fitted or top-dose-only effect, or effect the other way, or a change in a side signal; inactive = no such curve, though single readings can be large or run the other way; the % refers to the polarisation; also: potency is read from the fitted curve at half-maximal effect; % of control where 0% means no effect; many of its hits are not listed in these tables
TSHR antagonist: human thyrotropin receptor antagonism | activity change, negative = inhibition, % at 11.5 µM | P16473 | TSHR-expressing cells, TSH-stimulated cAMP HTRF, 2 h; active compounds read low | 330,000 tested, 0.2% active;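 active = activity change below a set negative limit, meaning inhibition stronger than a set level, cut at about -70% in these data; inconclusive = activity change between two set negative limits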; also: % is scaled to controls: 0 for no effect and ±100 for the full control effect
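Competitive HTRF cAMP read-out (cryptate anti-cAMP antibody, cAMP-d2; 30 min, room temperature) in freshly harvested TSHR cells. Compounds added before TSH at EC80 (4nM final), followed by 2 hours' incubation at 37 deg C.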
Mito fusion yeast: mitochondrial division inhibition or fusion activation; S. cerevisiae fusion-defective mutant growth rescue, CellTiterGlo 48 h; Potency, µM (titrated, usually from 46.1 µM), inactives show at the highest dose growth rescue (activation), most hits filed as activators; 320,000 tested, 0.23% active; AID 485298;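 also: potency is read from the fitted curve at half-maximal effect; % of control where 0% means no effect; nearly all actives have a fitted effect of over 45% in size; temperature-sensitive fusion mutants such as fzo1-1 at 37 °C on non-fermentable ethanol glycerol medium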
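S. cerevisiae fusion-defective temperature-sensitive mutants (e.g. fzo1-1, mgm1-5) grown 48 h at 37C in YPEG (ethanol/glycerol non-fermentable) medium with 23 nl compound per well; growth rescue read as CellTiterGlo luminescence.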
KCNH2 WT inh: blocks the wildtype human KCNH2 potassium channel | activity change, % at 1.84 µM | AID 720551 | 340,000 tested, 0.37% active | U2OS, BacMam KCNH2, thallium flux FluxOr; active compounds read low;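 active = maximum activity change below -70%; inconclusive = maximum activity change between -70% and -50%; inactive = maximum activity change above -50%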; also: % is scaled to controls: 0 for no effect and ±100 for the full control effect
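U2OS cells transduced with wild-type KCNH2 virus are loaded with FluxOr dye for 45 min, and thallium flux is measured in kinetic reads before and after stimulation buffer. Rate constants are normalized to DMSO controls.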
Eya2 phos inh: inhibitors of human Eya2 phosphatase activity | Potency, µM (highest dose often 76.9 µM), for the others: at the highest dose activity, negative = inhibition, most hits filed as inhibitors | O00167 | AID 488837 | recombinant Eya2, OMFP fluorescence dephosphorylation (OMFP is methylfluorescein phosphate) | 330,000 tested, 0.006% active; also: potency is read from the fitted curve at half-maximal effect; % is scaled to controls: 0 for no effect and ±100 for the full control effect
Target sequence (O00167 whole entry, looked up): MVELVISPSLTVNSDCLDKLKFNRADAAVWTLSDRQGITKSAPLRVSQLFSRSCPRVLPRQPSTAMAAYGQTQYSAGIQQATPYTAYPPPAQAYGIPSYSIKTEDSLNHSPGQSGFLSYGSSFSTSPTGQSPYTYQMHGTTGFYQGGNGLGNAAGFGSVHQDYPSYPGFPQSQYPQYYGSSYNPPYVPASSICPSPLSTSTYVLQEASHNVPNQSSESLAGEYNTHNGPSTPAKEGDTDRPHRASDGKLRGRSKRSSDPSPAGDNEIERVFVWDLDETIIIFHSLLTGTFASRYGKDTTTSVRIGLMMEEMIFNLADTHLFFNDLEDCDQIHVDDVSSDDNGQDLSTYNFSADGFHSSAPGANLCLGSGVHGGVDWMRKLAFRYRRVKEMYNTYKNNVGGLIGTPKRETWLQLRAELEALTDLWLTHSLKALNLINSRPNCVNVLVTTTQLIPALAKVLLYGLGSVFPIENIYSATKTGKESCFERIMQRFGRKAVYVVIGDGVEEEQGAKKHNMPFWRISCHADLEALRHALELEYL
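Eya2 protein (added as 0.2 uM solution) was preincubated with compound for 10 min at ambient temperature in 50 mM HEPES pH 7.5, 50 mM NaCl, 5 uM MgCl2, 0.05% BSA, 1 mM DTT. OMFP (added at 50 uM) then reacted 10 min; fluorescence read at 485/525 nm.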
S-ASM inh: blocks human secretory acid sphingomyelinase. P17405. placental ASM, HMU-PC fluorogenic substrate, 60 min. Potency, µM (doses to about 57.5 µM), for inactives: top-dose activity change, negative = inhibition, most hits filed as inhibitors. 340,000 tested, 0.006% active. AID 504937; also: potency is read from the fitted curve at half-maximal effect
Target sequence (P17405 47-631 limits assumed): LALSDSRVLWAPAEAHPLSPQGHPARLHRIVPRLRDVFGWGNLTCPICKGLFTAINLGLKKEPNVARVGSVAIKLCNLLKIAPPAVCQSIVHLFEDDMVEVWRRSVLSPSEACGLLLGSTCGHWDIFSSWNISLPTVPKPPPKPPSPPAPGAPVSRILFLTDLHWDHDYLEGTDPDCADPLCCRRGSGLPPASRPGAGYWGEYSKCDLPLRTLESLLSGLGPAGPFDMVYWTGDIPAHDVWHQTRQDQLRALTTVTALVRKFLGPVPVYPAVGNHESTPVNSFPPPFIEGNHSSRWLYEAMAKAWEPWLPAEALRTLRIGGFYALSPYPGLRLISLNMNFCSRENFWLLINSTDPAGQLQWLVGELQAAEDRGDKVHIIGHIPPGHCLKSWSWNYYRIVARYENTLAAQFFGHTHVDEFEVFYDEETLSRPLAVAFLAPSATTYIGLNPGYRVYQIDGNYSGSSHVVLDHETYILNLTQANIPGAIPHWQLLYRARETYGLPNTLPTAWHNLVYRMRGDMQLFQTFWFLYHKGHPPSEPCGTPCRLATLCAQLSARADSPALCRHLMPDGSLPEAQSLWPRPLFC
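HMU-PC0 cleavage (9 uM final) by human placental ASM, 60 min at 37 °C following 10 min compound exposure at RT; stopped at pH 10, fluorescence Ex 386/Em 447 nm.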
Chronic BCR inh: chronic active BCR signaling inhibition. AID 493014. 340,000 tested, 0.05% active. Potency, µM (series often up to 46.1 µM), for inactives: top-dose ratio change, negative = lower green/red ratio, most hits filed as inhibitors. ABC-DLBCL IkBa-CBG/CBR reporter, luminescence ratio, 4 h; active = well fitted inhibition curve with a large enough effect in the signal ratio, with a control signal flat, not every such curve was filed as active; inconclusive = small, poorly fitted or top-dose-only effect, or effect the other way, or a change in a side signal; the % refers to the signal ratio;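 also: potency is read from the fitted curve at half-maximal effect; plate controls were basal doxycycline-induced cells for no effect and cells given 10 µM MG132 for full effect; MG132 reads +100%, hits lower the ratio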
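Cell line TMD8 (human ABC DLBCL), stably expressing tet-inducible CBG68-IkBa fusion and CBR; IMDM/0.5% FBS; cpd up to 46 uM; dox induction, 4 h, 37C/5% CO2; dual luminescence; green/red ratio; MG132 control.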
USP2a inh: inhibitors of human ubiquitin-specific protease USP2a | USP2 core, Ub-CHOP2 coupled fluorogenic reporter, 485/531 | Potency, µM (top dose mostly 38.3 µM), for inactives: at the highest dose activity change, negative = inhibition, hits mostly inhibitors | 330,000 tested, 0.01% active | AID 463254;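 also: potency is read from the fitted curve at half-maximal effect; plate controls were DMSO wells for no effect and full inhibition by NEM control for full effect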
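USP2 core (10nM final) preincubated 30min RT with compound in 20mM Tris-HCl pH 8.0, 2mM CaCl2, 2mM beta-mercaptoethanol, 0.05% CHAPS; 25nM Ub-CHOP2 plus 25nM reporter substrate added, fluorescence (Ex485/Em531) read after 60min.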
MBNL1-CUG inh: inhibitors of human MBNL1 binding to CUG repeat RNA; 280,000 tested, 0.036% active; AID 2675; Q9NR56; TR-FRET MBNL1-His/biotin-(CUG)12 binding, 665/545 ratio; Potency, µM (doses to about 57.5 µM), for inactives: at the highest dose activity change, negative = inhibition, hits mostly inhibitors; active = well fitted inhibition curve with a large enough effect in the signal ratio, with a control signal flat, not every such curve was filed as active; inconclusive = small, poorly fitted or top-dose-only effect, or effect the other way, or a change in a side signal; inactive = no such curve, though single readings can be large or run the other way; the % refers to the signal ratio; also: potency is read from the fitted curve at half-maximal effect; % is scaled to controls: 0 for no effect and ±100 for the full control effect
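TR-FRET between His-tagged MBNL1 and biotin-(CUG)12 RNA, detected with Tb anti-His antibody (0.055 ng/ul) and streptavidin-XL665 (5 nM), 60 min at room temperature. Compounds titrated 92 nM to 58 uM; 665/545 nm ratio normalized to buffer and complex controls.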
GALK inhibitor: blocks human galactokinase activity | Purified GALK, Kinase-Glo residual ATP luminescence | 270,000 tested, 0.007% active | Potency, µM (titrated, usually from 57.5 µM), for inactives: at the highest dose activity change, negative = inhibition, actives largely listed as inhibitors | P51570 | AID 1868; also: potency is read from the fitted curve at half-maximal effect; % is scaled to controls: 0 for no effect and ±100 for the full control effect
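The enzyme phosphorylates galactose (100 uM) using ATP (35 uM); inhibition is detected as higher residual ATP, quantified by bioluminescence after 1 h reaction at room temperature, pH 8.0.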
* hit, by the source's call; & = joins results of further samples; [ ] = dose if it differs, or a comment. Unless noted, calls follow the shape of the dose curve; as a rule, active = well fitted curve in the direction sought with a large enough effect; inconclusive = small, poorly fitted or top-dose-only effect, or another doubt; inactive = no such curve, though single readings can be large; an effect the other way counts as inactive or inconclusive.

CCOC(=O)C1CCCN(CC(=O)Nc2c(C(=O)OC)[nH]c3ccc(Cl)cc23)C1 (stereo unspecified) was read as PKM2 act 3%, Menin MLL FP TR 11%, TSHR antagonist -14, Mito fusion yeast 26%, KCNH2 WT inh 2, Eya2 phos inh 8%, S-ASM inh 1%, Chronic BCR inh inconclusive, USP2a inh 1%, MBNL1-CUG inh 11% and GALK inhibitor -1%.
For CCOc1ccc(CNC(=O)c2ccco2)cc1 the results were PKM2 act -12%, Menin MLL FP TR 7%, TSHR antagonist 14, Mito fusion yeast 12%, KCNH2 WT inh -18, Eya2 phos inh 1%, S-ASM inh 1%, Chronic BCR inh 1%, USP2a inh 0%, MBNL1-CUG inh 0% and GALK inhibitor 1%.
For Cc1ccc(C2C(=O)N(C3CCC(C)CC3)CC(=O)N2C2CCCC2)cc1 (stereo unspecified) the results were PKM2 act 3%, Menin MLL FP TR -15%, TSHR antagonist -1, Mito fusion yeast 6%, KCNH2 WT inh -8, Eya2 phos inh -23%, S-ASM inh 3%, Chronic BCR inh -1%&8%, USP2a inh -1%, MBNL1-CUG inh 3% and GALK inhibitor -2%.
For COc1ccc(C(=O)CSc2nnc(C3CC3)n2N)cc1 the results were PKM2 act 5%, Menin MLL FP TR -5%, TSHR antagonist -4, Mito fusion yeast -2%, KCNH2 WT inh 8, Eya2 phos inh 2%, S-ASM inh 3%, Chronic BCR inh inconclusive, USP2a inh -2%, MBNL1-CUG inh 12% and GALK inhibitor 2%.
COc1ccc(OC)c(/C=C/C(=O)OCC(=O)N2CCN(S(=O)(=O)c3ccc(C)cc3C)CC2)c1 was read as TSHR antagonist 9, Mito fusion yeast 13%, KCNH2 WT inh -6, Eya2 phos inh -6%, Chronic BCR inh 5% and USP2a inh 0%.
O=S(=O)(c1ccc(N2CCCC2)nc1)N1CCCC1 was read as PKM2 act 3%, Menin MLL FP TR 8%, TSHR antagonist 16, Mito fusion yeast -2%, KCNH2 WT inh -3, Eya2 phos inh 21%, S-ASM inh 0%, Chronic BCR inh 3%, USP2a inh 1%, MBNL1-CUG inh -3% and GALK inhibitor 13%.
`CCN1C(=O)[C@H]2[C@H]3CN=C(SC)N3[C@@](Cc3ccccc3)(C(=O)OC)[C@H]2C1=O` gave TSHR antagonist 13, KCNH2 WT inh -13, Eya2 phos inh 2%, S-ASM inh 2%, Chronic BCR inh -1% and USP2a inh 0%.
`O=C(OCC(=O)N1N=C(c2ccc(Cl)cc2)CC1c1ccco1)c1ccccc1O` (stereo unspecified) gave PKM2 act 0%, Menin MLL FP TR -3%, TSHR antagonist -2, Mito fusion yeast 11%, KCNH2 WT inh 0, Eya2 phos inh -18%, S-ASM inh -6%, Chronic BCR inh inconclusive, USP2a inh -1%, MBNL1-CUG inh -1% and GALK inhibitor 0%.
For CCNC(=O)NC(=O)C(C)OC(=O)c1oc2ccc(OC)cc2c1C (stereo unspecified) the results were PKM2 act 5%, Menin MLL FP TR -10%, TSHR antagonist 5, Mito fusion yeast -3%, KCNH2 WT inh 2, Eya2 phos inh 1%, S-ASM inh -5%, Chronic BCR inh 2%, USP2a inh 2%, MBNL1-CUG inh 7% and GALK inhibitor 0%.
Screening CC(C(=O)O)n1cc(Cl)cn1 (stereo unspecified) returned PKM2 act -4%, Menin MLL FP TR -10%, TSHR antagonist 18, Mito fusion yeast -3%, KCNH2 WT inh 0, Eya2 phos inh -9%, S-ASM inh 5%, Chronic BCR inh 7%, USP2a inh 8%, MBNL1-CUG inh -7% and GALK inhibitor -1%.
Screening CC(=O)N1[C@H](Cc2ccccc2)C=C[C@]1(C)C(=O)NCCc1c[nH]c2ccccc12 returned PKM2 act 2%, Menin MLL FP TR -6%, TSHR antagonist 0, Mito fusion yeast -4%, KCNH2 WT inh -11, Eya2 phos inh 3%, S-ASM inh -2%, Chronic BCR inh -2%, USP2a inh 2% and MBNL1-CUG inh -6%.
`CCOCCCNC(=O)Cn1nc(-c2ccccc2)ccc1=O` gave PKM2 act -17%, Menin MLL FP TR 12%, TSHR antagonist 2, Mito fusion yeast -8%, KCNH2 WT inh 5, Eya2 phos inh 1%, S-ASM inh 7%, Chronic BCR inh 2%, USP2a inh 0% and MBNL1-CUG inh 32%[activator].
Screening CCOc1ccc(CCNC(=O)C2=C(C)C(=O)OC23CCC(C)CC3)cc1OCC (stereo unspecified) returned PKM2 act 2%, Menin MLL FP TR 1%, TSHR antagonist -4, Mito fusion yeast 0%, KCNH2 WT inh -7, Eya2 phos inh -12%, S-ASM inh -6%, Chronic BCR inh -19%, USP2a inh -1%, MBNL1-CUG inh -7% and GALK inhibitor 6%.
CC1(C(=O)O)C=CCN1C(=O)c1ccccc1 (stereo unspecified) was read as PKM2 act -2%&-5%, Menin MLL FP TR 1%&-17%, TSHR antagonist 6, Mito fusion yeast -4%, Eya2 phos inh 1%, S-ASM inh -4%, Chronic BCR inh 0%, USP2a inh 2% and MBNL1-CUG inh -7%.
C[C@H](NC(=O)N1CCn2c1nc1ccccc12)C(=O)NCc1ccco1 was read as TSHR antagonist -7, Mito fusion yeast 7%, KCNH2 WT inh 1, Eya2 phos inh 6%, S-ASM inh 0%, Chronic BCR inh -5%, USP2a inh -1%, MBNL1-CUG inh -7% and GALK inhibitor 2%.
Screening COc1ccc(Nc2nc(N)nc(CSCCO)n2)cc1 returned PKM2 act -11%, Menin MLL FP TR 4%, TSHR antagonist 0, Mito fusion yeast 1%, KCNH2 WT inh 2, Eya2 phos inh 10%, S-ASM inh 0%, Chronic BCR inh -8%, USP2a inh 4%, MBNL1-CUG inh -15% and GALK inhibitor 2%.
CCC(=O)NC(=S)Nc1ccc(S(=O)(=O)N2CCN(C)CC2)cc1 was read as PKM2 act 2%, Menin MLL FP TR 0%, TSHR antagonist -3, Mito fusion yeast -3%, KCNH2 WT inh 22, Eya2 phos inh -19%, S-ASM inh 5%, Chronic BCR inh 3%, USP2a inh 3%, MBNL1-CUG inh -11% and GALK inhibitor 3%.
For COc1ccccc1N1CCN(C(=O)CSc2nnc(NC(=O)C3CCC3)s2)CC1 the results were PKM2 act 9%, Menin MLL FP TR 1%, TSHR antagonist -3, Mito fusion yeast 2%, KCNH2 WT inh 7, Eya2 phos inh 1%, S-ASM inh -1%, Chronic BCR inh 0%, USP2a inh 2%, MBNL1-CUG inh -8% and GALK inhibitor 4%.
`O=[N+]([O-])c1ccc(/C=N/Nc2ccccn2)cc1` gave Menin MLL FP TR 38%[activator], TSHR antagonist -4, Mito fusion yeast -10%, Eya2 phos inh 2%, S-ASM inh -12%, Chronic BCR inh inconclusive, USP2a inh 0%, MBNL1-CUG inh 26% and GALK inhibitor 3%.
Cc1onc(-c2c(Cl)cccc2Cl)c1C(=O)NCCc1ccncc1 was read as TSHR antagonist 0, Mito fusion yeast 4%, KCNH2 WT inh 6, Eya2 phos inh -8%, S-ASM inh 2%, Chronic BCR inh 1%, USP2a inh 2%, MBNL1-CUG inh 2% and GALK inhibitor -1%.
For CC(C)CCNC(=O)CN(CCN1CCOCC1)C(=O)Cn1nnc(-c2ccc(F)cc2)n1 the results were PKM2 act 2%, Menin MLL FP TR 6%, TSHR antagonist -4, Mito fusion yeast 0%, KCNH2 WT inh -7, Eya2 phos inh 27%, S-ASM inh 0%, Chronic BCR inh -1%, USP2a inh 0%, MBNL1-CUG inh -20% and GALK inhibitor 13%.
Screening CCOC(=O)c1ccc(NC(=O)C2CCN(C(=O)c3ccc(OC)c(OC)c3)CC2)cc1 returned PKM2 act 11%, Menin MLL FP TR -4%, TSHR antagonist -3, Mito fusion yeast 0%, KCNH2 WT inh 10, Eya2 phos inh 6%, S-ASM inh 1%, Chronic BCR inh inconclusive, USP2a inh 2%, MBNL1-CUG inh -5% and GALK inhibitor 0%.

Source: PubChem (National Center for Advancing Translational Sciences (NCATS))

Not all compounds are listed; rates above refer to the full screens.
